bCat nuc transl: modulators of beta-catenin nuclear translocation; actives 0.3% (n = 190,000); nuclear translocation activity, % at 5 µM; HeLa beta-catenin nuclear translocation, immunofluorescence imaging;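 active means nuclear translocation activity above 50% at 5 µM, with a well cell count of 50 or more; inconclusive means wells under 50 cells across six images, flagged as toxic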;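 further: per-cell ratio of nuclear to cytoplasmic median beta-catenin stain intensity; plate controls were DMSO negative control for no effect and GSK-3 inhibitor IX positive control for full effect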
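System: Human HeLa cells, endogenous beta-catenin | Compound dosing: 5 µM primary, 0.02–20 µM confirmation | Timing: 24 h compound exposure at 37°C, 5% CO2 | Measured by: Fluorescence imaging of beta-catenin antibody stain plus DAPI | Read-out basis: % activation of per-cell nuclear versus cytoplasmic median beta-catenin signal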
WT yeast gro inh: growth inhibition of WT yeast, mitochondrial fusion screen; AID 1362; inhibition, % at 10 µM; mitochondrial fusion phenotypic screen, WT strain; actives 2.1% (n = 190,000); in the data active means inhibition above about 58%; tested in S. cerevisiae
T cell HTS: modulates CD8 T cell binding to vesicles; calls only at 7 µM; actives 0.068% (n = 330,000); 2C CD8+ T cell-vesicle binding, flow cytometry; active compounds read low;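 active means response, share of CD8 T cells binding vesicles, and their 90th percentile fluorescence all below set limits, cut at about 80% in these data, passing the limit was not always enough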
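Material: 2C TCR transgenic mouse naive CD8+ T cells, MACS-purified. Also added: QL9-charged Drosophila Ld/ICAM-1/B7-1 vesicles. Timing: binding 1.5 h at 37 °C. Measured by: high-throughput flow cytometry with anti-B7-1 and anti-CD8 staining. Read-out: percent CD8+ FL2 mean versus row control. Controls: Unloaded micro-vesicles (low), QL9 vesicles with 0.7% DMSO (high).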
West Nile virus CPE: inhibition of WNV-induced cytopathic effect – cell-based, CPE readout (AID 1621). West Nile virus-infected cells, CPE inhibition; higher % means a stronger effect. CPE inhibition, % at 10 µM; hits with a dose series show IC50 in µM. actives 0.02% (n = 290,000); in the data active means a potency from the dose series; inconclusive means CPE inhibition mostly from about 3.7% at the one dose, without a potency; inactive means the rest, 99 in 100 with CPE inhibition below about 2.2%; further: strong numbers were not always called active
MT stabilize HCS: microtubule stabilization, imaging screen | HeLa tubulin immunostaining HCS, 24 h; share of cells brighter than vehicle mean+2SD | % tubulin-high responders, % at 10 µM | actives 0.83% (n = 200,000) | AID 2205;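 active means plate Z-score above 3 for both tubulin-high and condensed-nucleus cell shares, with cell loss under 80%, at 10 µM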;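 further: anti alpha tubulin signal scored within the nucleus-defined area of each cell; some results filed as inactive read as strong as hits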
Insulin prom up: MIN6 insulin promoter up-regulation | z-score at 5 µM | MIN6 insulin promoter-GFP reporter, high-content imaging; active compounds read high | actives 0.3% (n = 190,000);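 active means z-score above 3 at 5 µM with at least 500 cells counted in the well; inconclusive means wells under 500 cells, flagged as cytotoxic or low count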
Autophagy mod: alters autophagy in cells | MEF GFP-LC3 puncta imaging; test concentration mostly 10 µM | actives 0.98% (n = 190,000) | calls only at 10 µM (by protocol);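 active means percentage of spot-positive cells more than 3 SD above its plate mean, without a fluorescence outlier flag or 80% toxicity; inconclusive means no clear call, values can overlap the other calls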;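 further: spot-positive cell cutoff set from DMSO-treated cells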
Myeloid diff MLP: promotes myeloid progenitor differentiation; calls only at 10 µM; actives 1% (n = 360,000); ER-HoxA9 myeloid progenitors, lysozyme-GFP differentiation, flow cytometry; AID 624256;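 active means normalized GFP-positive differentiation at or above the plate's own cutoff, the solvent-only control mean plus 3 SD; inconclusive means no clear call, values can overlap the other calls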;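 further: cells exposed to compound for four days before flow analysis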
Hep lipid drop: modulators of hepatic lipid droplet formation | inhibition, % at 6.5 µM | AML12 mouse hepatocytes, oleate lipid droplets, BODIPY imaging | AID 1656 | actives 0.4% (n = 240,000);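 active means lipid droplet intensity inhibited by at least 50%, with more than 500 cells counted; inconclusive means wells with under 300 cells, treated as cytotoxic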
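Test system: AML12 hepatocytes (mouse); reagent: oleate loading, 100 µM; dosing: one dose, 6.5 µM compound; incubation: overnight exposure; signal: fluorescence imaging, 20x objective, two fields per well; read-out basis: % inhibition of corrected integrated BODIPY droplet signal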
WT yeast gro inh mutant strain: second read-out of WT yeast gro inh, no call of its own (marks repeat the call); inhibition, %; mitochondrial fusion phenotypic screen, mutant strain inhibition
Insulin prom up cell count: recorded beside Insulin prom up, whose call it bears; cell count; measured here: cytotoxicity, nuclei count;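 total cells summed across four imaged fields per well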
Hep lipid drop cells 6.5 µM: further read-out of Hep lipid drop, marked with its call; cell count; measured here: cell count, cytotoxicity flag;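 cells counted across two imaged fields per well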
bCat nuc transl cell count 5 µM: further read-out of bCat nuc transl, marked with its call; cell count; measured here: cell count, cytotoxicity flag
T cell HTS vesicle-bound %: further read-out of T cell HTS, marked with its call; double positive events, %; measured here: CD8+ vesicle-bound cell fraction;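 binding gate set so that unloaded-vesicle control wells show 10% double positive cells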
MT stabilize HCS Hoechst-high %: further read-out of MT stabilize HCS, marked with its call; % Hoechst-high responders; measured here: nuclear condensation Hoechst responders;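 share of cells brighter than vehicle mean plus two SD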
MT stabilize HCS cytotoxicity %: recorded beside MT stabilize HCS, whose call it bears; toxicity, %; measured here: cytotoxicity by cell density;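 0% = mean cell density of plate MIN control wells and 100% = no cells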
Autophagy mod cell loss 18 h: recorded beside Autophagy mod, whose call it bears; toxicity, %; measured here: cell loss, nuclei count;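 cell loss after 18 h compound exposure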
Myeloid diff MLP GFP+ MAC1+ %: recorded beside Myeloid diff MLP, whose call it bears; GFP+ MAC1+ double positive, %; measured here: differentiation confirmed by MAC1 staining
* marks the source's active call; other numbers are inactive results; i = inactive; ? = inconclusive; · = not tested or not shown; + = active, no number.

Every second line gives: MT stabilize HCS Hoechst-high %	Insulin prom up cell count	Insulin prom up	Hep lipid drop cells 6.5 µM	WT yeast gro inh	WT yeast gro inh mutant strain	Autophagy mod cell loss 18 h	MT stabilize HCS cytotoxicity %	T cell HTS	bCat nuc transl	Hep lipid drop	MT stabilize HCS	West Nile virus CPE	Myeloid diff MLP	T cell HTS vesicle-bound %	Autophagy mod	Myeloid diff MLP GFP+ MAC1+ %	bCat nuc transl cell count 5 µM
[1] O=C(O)CCC(=O)NCC1OCCc2ccccc21 (stereo not drawn)
  1.6	1066	0.41	697	2.2	-2.3	-7.1	6.3	i	-3.2	3.5	2.5	0.2%	i	30.4	i	6.6	1148
[2] Oc1ccc(Cl)cc1C(C#Cc1ccccc1)N1CCOCC1 (stereo not drawn)
  1.6	1789	-0.09	606	15.0	26.0	-16.5	9.2	i	-0.4	2.9	2.2	0.5%	i	29.0	i	0.7	1031
[3] CCCc1cc(C(=O)Nc2cccc(C(C)=O)c2)no1
  2.8	941	0.2	·	8.7	-0.4	·	6.1	i	-0.1	·	2.3	0.0%	i	36.8	·	2.9	1202
[4] COc1ccc(-c2[nH]c(-c3ccccc3)nc2SCC(=O)NC2CCCC2)cc1
  3.0	1237	-0.36	720	-4.3	-6.5	-0.2	8.3	i	2.5	-0.5	2.1	-0.1%	i	22.7	i	3.4	523
[5] Cc1cc(N2CCOCC2)n2cc(-c3ccccc3)nc2n1
  2.4	1316	-0.34	703	-1.2	-3.4	-10.1	7.0	i	-1.7	-1.0	1.3	0.1%	i	37.5	i	0.1	1101
[6] CCOC(=O)c1ccc(N2C(=O)C(O)=C(C(C)=O)C2c2ccccc2)cc1 (stereo not drawn)
  1.6	·	·	694	-21.4	-4.9	24.5	6.6	i	0.5	8.1	2.4	0.5%	i	26.0	i	1.2	566
[7] CSc1ccc(CNc2ccc(C)c(C)c2)cc1
  1.0	1588	-0.5	·	13.2	31.6	3.6	3.9	i	-0.3	·	1.5	0.6%	i	59.3	i	4.5	1432
[8] CCN1CCc2c(sc(NC(=O)c3ccc(S(=O)(=O)N(C)c4ccccc4)cc3)c2C(=O)NC)C1
  ·	·	·	860	·	·	·	·	i	·	-1.1	·	0.4%	+	63.8	·	13.6*	·
[9] COc1ccc(C)cc1NC(=O)NCc1ccc(F)cc1
  2.0	1566	0.33	652	2.9	4.7	7.7	7.9	i	0.3	0.5	1.6	-0.4%	i	58.6	i	0.2	984
[10] CCSc1c(C(=O)NC)ccc2c1C(=O)c1ccccc1C2=O
  1.4	1550	0.16	·	12.8	0.7	-3.3	2.2	i	0.9	·	2.6	-0.3%	i	51.2	i	0.9	1335
[11] COc1ccccc1CC(=O)O/N=C(\N)c1cccc([N+](=O)[O-])c1
  1.9	1689	0.05	·	22.9	-0.1	4.1	6.2	i	0.4	·	0.9	-0.4%	i	44.6	i	0.9	1398
[12] CCOC(=O)N1CCN(C(=O)c2ccccc2CCc2ccccc2)CC1
  1.9	·	·	619	10.5	20.5	3.8	5.3	i	·	-48.8	2.7	-0.3%	i	32.7	i	1.0	·
[13] N#Cc1ccc(CSc2nnc(-c3ccncc3)n2CCc2ccccc2)cc1
  2.5	1184	-0.54	·	7.1	-2.3	20.5	7.3	i	-3.4	·	5.3	-1.0%	i	15.7	i	0.6	1060
[14] CCc1cccc(C)c1NC(=O)c1ccc2nc(N3CCOCC3)sc2c1
  ·	·	·	724	·	·	·	·	i	·	0.3	·	0.4%	i	25.3	·	1.8	·
[15] COc1ccccc1/C=N/n1c(C)nnc1-n1nc(C)cc1C
  1.9	790	-0.23	773	-1.8	4.4	0.0	27.2	i	·	0.1	1.7	-0.5%	i	29.7	i	1.9	·
[16] COc1ccc(-c2nc3ccccc3c(=O)n2CCOc2cc(C)ccc2C)cc1
  3.0	1231	0	574	-1.1	-11.9	-10.9	9.2	i	5.0	-12.8	2.5	-1.2%	i	55.6	i	0.7	470
[17] Cc1cccc(C)c1NC(=S)NNc1ncc(C(F)(F)F)cc1Cl
  1.4	830	0.06	778	1.2	-3.2	-2.5	7.5	i	-3.2	-2.4	1.2	0.9%	i	46.2	i	0.3	976
[18] COc1ccc(S(=O)(=O)N(C)c2ccc(C(=O)N3CCCC3)cc2)cc1OC
  ·	·	·	763	·	·	·	·	i	·	-2.6	·	-0.8%	i	23.8	·	0.4	·
[19] Cc1ccc(N=N/C(=C\O)C(=O)c2ccc(Cl)cc2)cc1
  1.5	848	-1.35	694	97.3*	96.8*	-6.8	3.4	i	-1.1	5.0	2.2	·	i	49.7	i	0.2	1060
[20] O=C(CN(CC1CCCO1)C(=O)CNS(=O)(=O)c1ccc(F)cc1)NCc1ccc(F)cc1 (stereo not drawn)
  ·	·	·	845	·	·	·	·	i	·	-9.2	·	-0.5%	i	35.4	·	0.8	·
[21] COc1cccc(OC)c1C(=O)Nc1cccnc1
  2.6	1229	-0.24	705	-2.9	16.0	12.0	6.6	i	-0.7	7.3	4.3	-0.3%	i	9.7	i	0.0	1112
[22] C=CCNc1nc(C(F)(F)F)nc2c1nnn2Cc1ccccc1Cl
  ·	·	·	824	·	·	·	·	i	·	-0.6	·	-2.4%	i	35.6	·	0.8	·
[23] COc1ccc(C2Nc3ccccc3C(=O)N2C2CCCCC2)cc1 (stereo not drawn)
  3.9	1582	-0.13	676	-4.2	-11.6	-16.9	10.0	i	-7.2	-19.6	3.3	0.2%	i	28.2	i	0.7	1134
[24] CCOC(=O)Cn1c(=O)c2c(nc(Br)n2Cc2ccccc2Cl)n(C)c1=O
  3.4	·	·	757	-16.0	-8.7	-3.3	8.6	i	-1.5	-6.5	3.3	-0.4%	i	33.1	i	0.2	567
[25] C(=N\n1cnnc1)/c1ccccn1
  2.6	·	·	765	17.8	21.3	0.2	7.9	i	-5.5	6.8	7.8	0.0%	i	32.7	i	1.2	1176
[26] CCC(=NCc1ccco1)c1c(C(F)(F)F)[nH]n(-c2nc3ccccc3s2)c1=O
  1.7	·	·	820	11.8	1.6	-5.0	10.9	i	·	20.4	0.7	0.2%	i	14.2	i	1.5	·
[27] CCN(CC)S(=O)(=O)c1ccc(NC(=O)c2nc3nc(C)cc(C)n3n2)cc1
  ·	1117	-0.38	659	·	·	·	·	i	-0.6	29.8	·	0.3%	·	34.8	·	·	1356
[28] COc1cc(C2C(C(=O)c3cc4ccccc4o3)=C(O)C(=O)N2c2cc(C)on2)cc(OC)c1OC (stereo not drawn)
  ·	·	·	693	·	·	·	·	i	·	9.5	·	1.2%	i	10.9	·	1.5	·
[29] O=C1NC2(NN1c1ccccc1)C1CC3CC(C1)CC2C3 (stereo not drawn)
  1.8	1017	-0.36	751	-6.5	-6.5	3.7	9.7	i	0.9	0.4	1.5	-0.1%	i	28.4	i	0.9	1178
[30] COc1ccc(CC(=S)N2CCOCC2)cc1F
  1.2	1206	-0.77	736	9.4	-6.3	8.4	2.1	i	·	1.5	4.1	0.0%	i	41.1	i	0.7	·
[31] Nc1nn(-c2ccccc2)nc1C(=O)OCc1ccccc1F
  2.3	1177	0.28	712	16.4	-20.5	-1.0	11.1	i	0.3	2.5	1.9	·	i	5.0	i	0.3	1021
[32] COc1ccc(C2C(C(=O)Nc3cc(OC)c(OC)c(OC)c3)c3ccccc3C(=O)N2C)cc1 (stereo not drawn)
  73.5	797	0.49	398	1.3	-2.2	37.8	31.7	i	72.8*	-116.1	20.8	-0.6%	?	22.2	i	·	182*
[33] CCN(CC)S(=O)(=O)c1ccc2c(c1)nc(SCC(N)=O)n2-c1ccc(OC)cc1
  2.8	·	·	741	-5.7	-0.4	0.6	9.9	i	·	4.9	3.9	0.1%	i	35.3	i	0.5	·
[34] COc1ccc(-n2c(SCC(=O)Nc3ccccc3OC)nc(O)c(Cc3ccccc3)c2=O)cc1
  ·	·	·	741	·	·	·	·	i	·	5.1	·	-0.1%	i	30.1	·	0.8	·

From PubChem BioAssay
